Mtb BioA inh = M. tuberculosis BioA enzyme inhibitors, primary screen, biochemical, plate reader, single point, HTS. 7,8-diaminopelargonic acid synthase BioA (Mycobacterium tuberculosis). purified M. tuberculosis BioA enzyme. inhibition, % at 9.99 µM. 360,000 compounds, 0.096% hits; in the data active means inhibition above about 40%
An asterisk follows results filed as active; & = joins results of further samples. These rows are one share of the data; count on the stated rates, not on these rows.

SMILES	Mtb BioA inh
CO[C@@H]1CN(C)C(=O)c2cc(NC(=O)NC3CCCCC3)ccc2OC[C@@H](C)N(CC2CC2)C[C@H]1C	3.4
C[C@H]1CN([C@@H](C)CO)C(=O)c2cc(Br)cnc2O[C@H]1CN(C)S(=O)(=O)c1ccccc1	0.7
COCC(=O)N(C)C[C@@H]1Oc2ncc(C#CC3(O)CCCC3)cc2C(=O)N([C@@H](C)CO)C[C@@H]1C	2.1
O=C(Cc1ccccc1)N1C[C@H]2[C@@H](c3ccccc31)[C@@H](CO)N2S(=O)(=O)c1ccccc1	-2.3
COc1ccc(CN(C)C[C@@H]2OCc3cnnn3CCCC(=O)N([C@H](C)CO)C[C@@H]2C)cc1	-0.4
COc1ccccc1S(=O)(=O)N[C@@H]1CC[C@@H](CC(=O)N2CCOCC2)O[C@@H]1CO	1.6
CCCC#Cc1cnc2c(c1)C(=O)N([C@@H](C)CO)C[C@@H](C)[C@@H](CN(C)C(=O)Nc1ccccc1OC)O2	-2.6
CO[C@H](CN(C)Cc1ccc2c(c1)OCO2)[C@H](C)CN(C(=O)Nc1ccc(F)cc1)[C@H](C)CO	-0.3
O=C(C[C@H]1CC[C@H]2[C@@H](COC[C@@H](O)CN2Cc2cc(F)ccc2F)O1)N1CCc2ccccc2C1	2.3
COc1ccc(S(=O)(=O)N(C)C[C@H]2Oc3ccc(NS(=O)(=O)c4cn(C)cn4)cc3CC(=O)N([C@@H](C)CO)C[C@@H]2C)cc1	-0.6
Cc1ccc(S(=O)(=O)N(C)C[C@H]2Oc3c(NC(=O)Nc4ccccc4)cccc3C(=O)N([C@@H](C)CO)C[C@H]2C)cc1	-1.1
C[C@H]1CN([C@@H](C)CO)C(=O)Cc2cc(NC(=O)Cn3cnnn3)ccc2O[C@H]1CN(C)Cc1ccc(-c2ccccc2)cc1	-0.4
C[C@@H]1CN([C@H](C)CO)C(=O)c2cccc(NS(=O)(=O)c3ccccc3)c2O[C@H]1CN(C)S(=O)(=O)c1ccc(F)cc1	1.1
Cc1ccc(S(=O)(=O)Nc2cccc3c2O[C@H](CN(C)CC2CCCCC2)[C@@H](C)CN([C@@H](C)CO)C3=O)cc1	-1.7
O=C(NCC[C@@H]1CC[C@H](NS(=O)(=O)Cc2ccccc2)[C@@H](CO)O1)C1CCOCC1	3.2
CCC(=O)Nc1ccc2c(c1)C(=O)N(C)[C@H]1CC[C@@H](CC(=O)NCCN3CCCCC3)O[C@@H]1CO2	0.5
CO[C@H]1CN(C)C(=O)c2ccc(NC(=O)Nc3ccccc3F)cc2OC[C@@H](C)N(C)C[C@@H]1C	2.3
Cc1ccc(NC(=O)Nc2ccc3c(c2)C(=O)N(C)[C@H]2CC[C@H](CC(=O)NCC(F)(F)F)O[C@@H]2CO3)cc1	0.5
Cc1noc(C)c1NC(=O)N(C)C[C@@H]1Oc2c(NC(=O)Nc3ccc(C(F)(F)F)cc3)cccc2C(=O)N([C@@H](C)CO)C[C@@H]1C	-0.2
COc1ccc([C@@H](OC(=O)Nc2ccc(SC)cc2)[C@@H](CCO)OC)cc1O	-1.2
C[C@H](CO)N1C[C@H](C)[C@H](CN(C)C(=O)Nc2ccc3c(c2)OCO3)Oc2ncc(-c3ccccc3)cc2C1=O	1.4&1.9
C[C@@H]1CN([C@H](C)CO)C(=O)c2cc(NS(=O)(=O)c3ccccc3)ccc2O[C@@H]1CN(C)CC1CCCCC1	1.2
C[C@@H]1CN([C@@H](C)CO)C(=O)c2cc(NC(=O)C3CCCCC3)ccc2O[C@H]1CN(C)Cc1ccccc1	0.5
N#C[C@@H]1[C@H](c2ccc(C3=CCCC3)cc2)[C@H](CO)N1C(=O)C1CCCC1	0.9
Cc1noc(C)c1NC(=O)N(C)C[C@H]1Oc2ccc(NC(=O)c3ccncc3)cc2CC(=O)N([C@@H](C)CO)C[C@H]1C	-0.6

Sorted by length of the SMILES (high to low): 3 of the compounds above
SMILES	Mtb BioA inh
COc1ccc(S(=O)(=O)N(C)C[C@H]2Oc3ccc(NS(=O)(=O)c4cn(C)cn4)cc3CC(=O)N([C@@H](C)CO)C[C@@H]2C)cc1	-0.6
CCC(=O)Nc1ccc2c(c1)C(=O)N(C)[C@H]1CC[C@@H](CC(=O)NCCN3CCCCC3)O[C@@H]1CO2	0.5
N#C[C@@H]1[C@H](c2ccc(C3=CCCC3)cc2)[C@H](CO)N1C(=O)C1CCCC1	0.9

Two records picked at random from the list so far:
SMILES	Mtb BioA inh
Cc1noc(C)c1NC(=O)N(C)C[C@@H]1Oc2c(NC(=O)Nc3ccc(C(F)(F)F)cc3)cccc2C(=O)N([C@@H](C)CO)C[C@@H]1C	-0.2
Cc1ccc(NC(=O)Nc2ccc3c(c2)C(=O)N(C)[C@H]2CC[C@H](CC(=O)NCC(F)(F)F)O[C@@H]2CO3)cc1	0.5

The list goes on:
SMILES	Mtb BioA inh
O=C(C[C@@H]1CC[C@@H]2NC[C@@H](O)COC[C@H]2O1)Nc1nccs1	-3.2
C[C@@H]1CN([C@H](C)CO)C(=O)c2cc(C#CCN(C)C)cnc2O[C@@H]1CN(C)C(=O)c1ccc(F)cc1	-3.6
O=C([C@@H]1[C@@H](CO)[C@@H]2Cn3c(ccc(C4=CCCC4)c3=O)[C@H]1N2C(=O)c1ccncc1)N1CCCCC1	-0.2
CO[C@@H](CN(C)S(=O)(=O)c1ccccc1)[C@H](C)CN(Cc1ccccc1Cl)[C@@H](C)CO	-1.5
C[C@H](CO)N1C[C@H](C)[C@@H](CN(C)C(=O)Cc2ccccn2)Oc2cc(-c3ccc(C(=O)N(C)C)cc3)ccc2S1(=O)=O	-0.6
COc1ccc(NC(=O)N(C)C[C@H]2OCCCC[C@H](C)Oc3ccc(NS(=O)(=O)c4ccc(OC)cc4)cc3C(=O)N([C@@H](C)CO)C[C@H]2C)cc1	-0.3
COc1ccc(CN(C)C[C@@H]2OCCCC[C@@H](C)Oc3ccc(NC(=O)C4CCCCC4)cc3C(=O)N([C@H](C)CO)C[C@H]2C)cc1	-2.1
Cc1noc(C)c1NC(=O)N[C@@H]1CC[C@H](CC(=O)Nc2ccc(-c3ccccc3)cc2)O[C@H]1CO	-0.1
CO[C@@H]1CN(C)C(=O)c2ccc(NS(=O)(=O)c3cn(C)cn3)cc2OC[C@H](C)N(C)C[C@H]1C	-1.5
O=C1O[C@@H](c2ccccc2)[C@@H](c2ccccc2)N2[C@@H](c3ccc(O)cc3)[C@]3(C(=O)Nc4ccc(C#CC5(O)CCCCCC5)cc43)[C@@H](C(=O)N3CCN(c4ncccn4)CC3)[C@H]12	0.6
O=C(Nc1ccc(Cl)cc1)N1C[C@H]2[C@@H](c3ccccc31)[C@H](CO)N2CC1CCCCC1	-2.0
COc1ccc(CN2[C@H](CO)[C@@H]3c4ccccc4N(C(=O)C4CC4)C[C@@H]32)cc1	-1.8
O=C(Nc1ccc2c(c1)OCO2)N[C@@H]1CC[C@H](CCNC(=O)C2CCC2)O[C@H]1CO	1.7
O=C(C[C@@H]1C=C[C@H](NC(=O)Nc2ccc(F)cc2)[C@H](CO)O1)NCc1ccccn1	3.8
C[C@H](CO)N1C[C@H](C)[C@@H](CN(C)S(=O)(=O)c2ccc(Cl)cc2)Oc2ccc(NC(=O)Cc3ccccc3)cc2C1=O	-3.1
O=S(=O)(Cc1ccccc1)N1CCCCN2[C@H](CO)[C@@H](c3ccc(-c4ccc(F)cc4)cc3)[C@@H]2C1	-1.5
C[C@@H]1CN([C@H](C)CO)C(=O)Cc2cc(NC(=O)Cc3cn(C)c4ccccc34)ccc2O[C@@H]1CN(C)C(=O)NC1CCCCC1	-0.2
Cc1noc(C)c1NC(=O)N(C)C[C@H]1Oc2ncc(C#CC3CCCC3)cc2C(=O)N([C@@H](C)CO)C[C@H]1C	-0.1
CO[C@@H]1CN(C)C(=O)c2cc(NC(=O)c3ccc(F)cc3)ccc2OC[C@@H](C)N(C(=O)CN(C)C)C[C@H]1C	3.2
CNC(=O)C[C@@H]1CC[C@H]2[C@H](COc3ccc(NC(=O)c4ccc(F)cc4)cc3C(=O)N2C)O1	0.2
CO[C@H](CN(C)Cc1ccc2c(c1)OCO2)[C@@H](C)CN(C(=O)c1ccccc1)[C@H](C)CO	-2.8
CC(C)C#Cc1ccc([C@@H]2[C@@H](CO)N(C(=O)c3cccc(F)c3)[C@H]2C#N)cc1	-0.8
Cc1noc(C)c1NC(=O)N(C)C[C@H]1OCCCC[C@H](C)Oc2ccc(NC(=O)C3CCCCC3)cc2C(=O)N([C@H](C)CO)C[C@H]1C	-0.3
Cc1noc(C)c1NC(=O)Nc1ccc2c(c1)C(=O)N([C@H](C)CO)C[C@@H](C)[C@H](CN(C)S(=O)(=O)c1cn(C)cn1)OCCCC[C@@H](C)O2	2.1
CCc1csc(N2[C@H](C#N)[C@H](c3ccc(-c4ccc(F)cc4)cc3)[C@H]2CO)n1	-2.0

Some of the entries so far, bar-delimited.
Structure | Mtb BioA inh
O=S(=O)(Cc1ccccc1)N1CCCCN2[C@H](CO)[C@@H](c3ccc(-c4ccc(F)cc4)cc3)[C@@H]2C1 | -1.5
C[C@@H]1CN([C@H](C)CO)C(=O)Cc2cc(NC(=O)Cc3cn(C)c4ccccc34)ccc2O[C@@H]1CN(C)C(=O)NC1CCCCC1 | -0.2

Next structures follow.
SMILES	Mtb BioA inh
C[C@H]1CN([C@@H](C)CO)C(=O)c2cc(NC(=O)Nc3cccc4ccccc34)ccc2O[C@@H]1CN(C)Cc1ccc(C(=O)Nc2ccccc2N)cc1	-2.2
CS(=O)(=O)Nc1ccc2c(c1)[C@H]1C[C@H](CC(=O)NC3CCCCC3)O[C@H](CO)[C@H]1O2	0.0
C[C@@H]1CN([C@@H](C)CO)C(=O)c2cc(NS(C)(=O)=O)ccc2O[C@@H]1CN(C)CC1CCCCC1	-2.8
CN1CCN(C(=O)C[C@@H]2CC[C@H]3[C@@H](COC[C@H](O)CN3C(=O)Nc3ccc(Cl)cc3)O2)CC1	0.8
Cc1cccc(-c2ccc([C@@H]3[C@H](CO)N4CCCCN(Cc5cncnc5)C[C@@H]34)cc2)c1	-1.8
Cc1noc(C)c1S(=O)(=O)N(C)C[C@H]1Oc2ccc(NS(=O)(=O)c3cn(C)cn3)cc2CC(=O)N([C@H](C)CO)C[C@@H]1C	5.5
CCC(=O)N(C)C[C@@H]1Oc2cc(-c3ccc(C#N)cc3)ccc2S(=O)(=O)N([C@@H](C)CO)C[C@@H]1C	2.4
COc1ccccc1-c1ccc([C@H]2[C@@H](C#N)N(C(=O)C3CC3)[C@H]2CO)cc1	-0.1
O=C(Nc1ccccc1F)N[C@H]1CC[C@H](CCNC(=O)C2CCCCC2)O[C@@H]1CO	-2.7
COCCNC(=O)C[C@@H]1C[C@H]2c3cc(NS(=O)(=O)c4ccccc4)ccc3O[C@H]2[C@H](CO)O1	1.0
O=C(C[C@@H]1CC[C@H](NC(=O)c2ccc(F)cc2)[C@H](CO)O1)NCCc1ccccc1	1.6
CNC[C@@H]1Oc2ccc(N(C)C)cc2CC(=O)N([C@H](C)CO)C[C@@H]1C	-2.3
Cc1ccc(S(=O)(=O)Nc2ccc3c(c2)C(=O)N([C@H](C)CO)C[C@H](C)[C@H](CN(C)C(=O)Nc2ccccc2)O3)cc1	-2.2
O=C(C[C@@H]1C=C[C@@H](NC(=O)Nc2ccccc2)[C@H](CO)O1)NCc1cccc(F)c1	-1.0
C[C@H](CO)N1C[C@H](C)[C@@H](CN(C)C(=O)Nc2ccccc2)OCCCC[C@H](C)Oc2ccc(NS(=O)(=O)c3cccs3)cc2C1=O	-2.2
C[C@H](CO)N1C[C@H](C)[C@H](CN(C)Cc2ccc3c(c2)OCO3)Oc2c(NC(=O)c3cnccn3)cccc2C1=O	-0.7
Cc1noc(C)c1NC(=O)N(C)C[C@@H]1OCCCC[C@@H](C)Oc2ccc(NC(=O)Cc3ccccc3)cc2C(=O)N([C@@H](C)CO)C[C@H]1C	2.6
C/C=C/c1ccc2c(c1)O[C@@H](CN(C)C(=O)Nc1ccccc1)[C@H](C)CN([C@H](C)CO)S2(=O)=O	42*
COc1ccc(CN2C[C@H](O)COC[C@H]3O[C@@H](CC(=O)NCc4ccncn4)CC[C@@H]32)cc1	-2.0
O=C(CN1CCOCC1)NCC[C@@H]1CC[C@@H](NC(=O)Nc2ccc(F)cc2)[C@H](CO)O1	-2.9
COc1ccc(CN(C)C[C@H]2Oc3ccc(NC(=O)Cc4cn(C)c5ccccc45)cc3CC(=O)N([C@@H](C)CO)C[C@@H]2C)cc1	0.4
COc1ccccc1CNC(=O)C[C@@H]1CC[C@H](NC(C)=O)[C@@H](CO)O1	-0.7
CCCNC(=O)[C@@H]1[C@@H](CO)[C@@H]2Cn3c(ccc(-c4cccnc4)c3=O)[C@H]1N2C(=O)Nc1ccccc1	-0.4
CO[C@H]1CN(C)C(=O)c2ccc(NC(=O)Nc3cccc(Cl)c3)cc2OC[C@H](C)NC[C@@H]1C	4.3
O=C(Nc1ccccc1F)N[C@@H]1CC[C@@H](CCNS(=O)(=O)c2ccc(F)cc2)O[C@@H]1CO	-1.6

The results go on.
SMILES	Mtb BioA inh
COc1ccc(S(=O)(=O)Nc2ccc3c(c2)CC(=O)N([C@@H](C)CO)C[C@H](C)[C@H](CN(C)Cc2ccc(C(F)(F)F)cc2)O3)cc1	0.3
C[C@@H]1CCCCO[C@@H](CN(C)C)[C@H](C)CN([C@H](C)CO)C(=O)c2cc(NS(=O)(=O)c3ccc(Cl)cc3)ccc2O1	1.7
COCC(=O)Nc1ccc2c(c1)[C@H]1C[C@@H](CC(=O)NC3CCCC3)O[C@H](CO)[C@H]1O2	0.2
COc1ccccc1NC(=O)N1C[C@@H](C)[C@H](OC)CN(C)C(=O)c2cc(NC(=O)c3cnccn3)ccc2OC[C@H]1C	5.6
O=C(C1CCCC1)N1CCCCN2[C@H](C1)[C@H](c1ccc(-c3cccc(F)c3)cc1)[C@@H]2CO	-1.2
O=C(C1CC1)N1C[C@H]2[C@@H](c3ccccc31)[C@H](CO)N2C(=O)c1cccc(F)c1	-2.8
C[C@@H]1CN([C@@H](C)CO)C(=O)c2cc(NC(=O)Nc3cccc4ccccc34)ccc2O[C@H]1CN(C)Cc1ccc(C(=O)O)cc1	0.2

Bioassay records deposited in PubChem BioAssay by Broad Institute.
